Source: PubChem
NR2F2 inh: inhibitors of human COUP-TFII (NR2F2) | HEK293T NGFI-A luciferase reporter, luminescence | inhibition, % at 8.6 µM | hit rate 0.7% among 370,000 | AID 686940;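 active = inhibition above a per-plate cutoff, mean inhibition of test wells between control levels plus 3 SD, cut at about 38% in these data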;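 note: cells cotransfected with COUP-TFII expression vector driving the NGFI-A reporter; 0% = median of COUP-TF2 test wells and 100% = reporter-only cells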
SRC3 inh: human NCOA3 inhibition | HEK293 GAL4-SRC3 luciferase reporter, luminescence | Q9Y6Q9 | inhibition, % at 3.6 µM | hit rate 0.17% among 360,000 | AID 588352;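 active = inhibition above a per-campaign cutoff, the mean of all compounds plus 3 SD, cut at about 60% in these data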;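 note: 0% = DMSO-treated cells and 100% = gossypol-treated cells at 36 µM; higher means less SRC3-driven luciferase light from the GAL4 reporter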
NR5A2 inv ag: NR5A2 inverse agonism in reporter assay | HEK293T StAR-luciferase reporter, LRH-1 transfected, 24 h | inhibition, % at 3.6 µM | hit rate 0.13% among 360,000;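 active = inhibition above the mean inhibition of all tested compounds plus 3 SD, cut at about 73% in these data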;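 note: 0% = DMSO wells and 100% = reporter-only cells lacking LRH-1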
NCOA2 inhibitor: human SRC2 (NCOA2) inhibition. Q15596. HEK293 GAL4-SRC2 luciferase reporter, luminescence. inhibition, % at 9 µM. hit rate 0.17% among 370,000;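 active = inhibition above the mean inhibition of all tested compounds plus 3 SD, set per campaign, cut at about 52% in these data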;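 note: 0% = DMSO treated cells and 100% = cells given Gossypol at 36 µM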
Target sequence (Q15596 whole entry, looked up, the tested form may be a part): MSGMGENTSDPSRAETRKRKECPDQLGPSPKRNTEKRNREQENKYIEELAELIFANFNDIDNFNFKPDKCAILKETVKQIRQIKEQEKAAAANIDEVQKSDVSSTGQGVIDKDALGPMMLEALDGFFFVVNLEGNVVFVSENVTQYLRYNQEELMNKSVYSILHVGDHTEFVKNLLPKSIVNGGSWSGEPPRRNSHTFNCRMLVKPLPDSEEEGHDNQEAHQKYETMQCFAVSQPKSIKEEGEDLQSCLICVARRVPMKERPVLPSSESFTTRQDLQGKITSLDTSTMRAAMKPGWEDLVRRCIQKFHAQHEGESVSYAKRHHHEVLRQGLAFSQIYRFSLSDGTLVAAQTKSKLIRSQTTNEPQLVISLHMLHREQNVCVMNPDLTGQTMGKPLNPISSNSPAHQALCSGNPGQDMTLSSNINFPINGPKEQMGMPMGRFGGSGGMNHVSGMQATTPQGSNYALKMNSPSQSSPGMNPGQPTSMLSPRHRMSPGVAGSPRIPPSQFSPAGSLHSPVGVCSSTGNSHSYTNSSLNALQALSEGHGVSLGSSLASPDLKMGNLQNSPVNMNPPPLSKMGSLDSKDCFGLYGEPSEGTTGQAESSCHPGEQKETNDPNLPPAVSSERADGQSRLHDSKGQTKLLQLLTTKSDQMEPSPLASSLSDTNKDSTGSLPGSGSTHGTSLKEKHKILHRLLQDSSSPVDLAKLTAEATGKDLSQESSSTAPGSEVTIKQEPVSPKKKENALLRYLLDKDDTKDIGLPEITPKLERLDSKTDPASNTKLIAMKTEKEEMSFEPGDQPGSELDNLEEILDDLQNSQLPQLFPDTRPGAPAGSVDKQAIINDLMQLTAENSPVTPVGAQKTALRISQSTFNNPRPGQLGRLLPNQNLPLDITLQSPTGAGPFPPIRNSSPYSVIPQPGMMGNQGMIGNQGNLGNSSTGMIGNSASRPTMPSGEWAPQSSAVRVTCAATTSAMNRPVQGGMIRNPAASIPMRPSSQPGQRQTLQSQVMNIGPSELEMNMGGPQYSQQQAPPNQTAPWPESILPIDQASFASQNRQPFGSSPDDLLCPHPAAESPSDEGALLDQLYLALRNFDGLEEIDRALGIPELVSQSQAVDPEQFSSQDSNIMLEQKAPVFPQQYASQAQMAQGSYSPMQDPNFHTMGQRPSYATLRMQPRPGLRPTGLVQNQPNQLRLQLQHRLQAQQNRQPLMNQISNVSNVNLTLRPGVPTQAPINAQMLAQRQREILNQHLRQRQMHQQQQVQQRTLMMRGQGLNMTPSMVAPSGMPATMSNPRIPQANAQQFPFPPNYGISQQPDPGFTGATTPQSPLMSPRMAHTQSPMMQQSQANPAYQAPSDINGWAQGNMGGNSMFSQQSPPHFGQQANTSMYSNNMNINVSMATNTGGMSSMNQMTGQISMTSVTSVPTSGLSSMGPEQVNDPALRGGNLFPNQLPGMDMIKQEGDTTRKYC
ABHD5-PLIN5 inh: ABHD5-PLIN5 protein interaction inhibition. Split G. princeps luciferase complementation, luminescence, 4 h. inhibition, % at 4 µM. AID 602281. hit rate 0.78% among 360,000. Q00G26+Q8WTS1;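 active = inhibition above the mean inhibition across every tested compound plus 3 SD, cut at about 22% in these data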;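 note: 0% = DMSO only wells and the 100% control is not disclosed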
TROY NFkB inh: blocks TROY-dependent signaling in reporter cells. hit rate 0.98% among 360,000. Q293 LMP1-TROYcd NF-kB luciferase reporter, 4 h. inhibition, % at 10 µM;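 active = compounds whose plate-normalised and pattern-corrected inhibition of the luciferase reporter signal at the single screening dose is 50% or more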
Exocytosis inh: lytic granule exocytosis inhibition; TALL-104 LAMP-1 surface exposure, flow cytometry; cells stimulated with thapsigargin and PMA; inhibition, % at 10 µM; hit rate 0.66% among 360,000; AID 651702;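 active = inhibition above about 55%, limit read from the data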
TWEAK-Fn14 inh: TWEAK-Fn14 signaling inhibition; TWEAK-stimulated Fn14 reporter cells, luciferase luminescence, 8 h; inhibition, % at 10 µM; hit rate 2% among 360,000; AID 1159606; in the data active = inhibition above about 50%
TLR9-MyD88 inh: TLR9-MyD88 interaction inhibition. Q9NR96+Q99836. CHO BLA complementation TLR9-MyD88, CCF4 FRET ratio. inhibition, % at 4.98 µM. hit rate 0.21% among 340,000. AID 504734;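 active = inhibition above the mean over all tested compounds plus 3 SD, cut at about 21% in these data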;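 note: 0% = DMSO only wells and 100% = clavulanate BLA inhibitor control wells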
SRC1 inh: inhibits human SRC1 coactivator; Q15788; HEK293 GAL4-SRC1 luciferase reporter, luminescence; inhibition, % at 3.6 µM; hit rate 0.12% among 360,000; AID 588354;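 active = inhibition above the campaign mean plus 3 SD, with each screening campaign given its own cutoff, cut at about 60% in these data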;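 note: 0% = DMSO treated cells and 100% = gossypol at 36 µM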
NOD2-RIPK2 inh: NOD2-RIPK2 protein interaction inhibition | CHO BLA complementation NOD2-RIPK2, CCF4 ratio | inhibition, % at 4.98 µM | hit rate 0.38% among 360,000; in the data active = inhibition above about 21%;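 note: 0% = vehicle only and 100% = reference blocker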
Numbers without * were called inactive; x = not tested or not shown.

Each structure is followed by: Exocytosis inh	TROY NFkB inh	TLR9-MyD88 inh	NR2F2 inh	NOD2-RIPK2 inh	SRC1 inh	NR5A2 inv ag	SRC3 inh	ABHD5-PLIN5 inh	TWEAK-Fn14 inh	NCOA2 inhibitor
Cn1c(C(=O)N2CCCC(C(=O)NCc3ccc4c(c3)OCO4)C2)cc2sccc21 (stereo not given)
 : 2	3	6	0	-9	-4	21	2	-6	0	9
COCCOC(=O)c1c(C)oc2ccc(OC(=O)c3ccco3)cc12
 : 1	-38	3	-2	-13	9	-36	-1	6	-55	-17
CCOC(=O)C1CCCN(C(=O)c2cccs2)CC1 (stereo not given)
 : 0	2	x	-13	-1	13	-10	-1	-1	4	9
COC(=O)CCC(=O)NC1CC(C)(C)Cc2c1cnn2-c1ccccc1 (stereo not given)
 : 2	2	-5	-2	4	5	-8	-10	5	-2	-14
CC(=O)c1ccc(Cc2ccccc2)cc1
 : -8	-12	0	-6	1	-13	7	11	0	-11	-4
COc1cccc(NC(=O)COc2coc(CN3CCN(c4ccccc4)CC3)cc2=O)c1
 : 3	9	-7	1	5	14	12	27	25*	0	-31
O=C(COc1cccc([N+](=O)[O-])c1)N/N=C/c1ccco1
 : -4	4	2	-7	0	2	20	0	-6	1	-11
Cc1ccc(OCC(=O)N(Cc2ccccc2)C(C)(C)C)c([N+](=O)[O-])n1
 : 0	-20	-4	-9	-9	2	16	19	10	-5	13
Cc1c(-c2ccccc2)sc2nc[nH]c(=S)c12
 : 0	-46	4	-14	-6	-2	-3	-5	-5	-2	-7
Cc1ccc(N=Cc2cc(Br)cc(Cl)c2O)cc1
 : 17	-25	4	-14	7	-37	-2	-12	-2	-23	-19
Cc1cc(C)nc(SCC(=O)N2CCc3ccccc32)n1
 : -3	-37	-7	-24	-13	-67	-87	-82	-2	-11	-55
CN1CCN(C(=O)/C(C#N)=C/c2ccc(F)cc2)CC1
 : -1	0	-4	9	-4	-21	4	8	4	-18	10
CC1(C)CC(=O)c2cn3ncnc3nc2C1
 : -1	-8	-5	-5	-3	-4	-10	1	0	7	5
COC(=O)C1=C(C(C)=O)C(c2ccc(C)cc2)n2nnnc2N1 (stereo not given)
 : 2	8	-3	11	-6	23	5	2	7	-4	15
Cc1cc(C)c(NC(=O)COC(=O)Cn2nc(-c3ccccc3)oc2=O)c(C)c1
 : -5	0	-10	-7	1	-7	-5	-4	1	10	5
Cn1cccc1/C=N/n1cnnc1
 : 6	11	-5	8	-5	8	-1	1	5	0	-14
Cc1ccc(N(CC#N)C(=O)CS(=O)(=O)c2cccc([N+](=O)[O-])c2)cc1
 : -3	8	-3	-5	-4	3	12	18	1	8	21
CCN1C(=O)/C(=C2\Sc3ccccc3N2CC)OC1=S
 : -1	-11	1	1	4	0	21	27	9	16	2
CCc1noc(C)c1C(=O)Nc1ccc(F)c(F)c1
 : -1	-14	-9	-7	-6	-25	-1	9	6	8	-15
Cc1ccc(S(=O)(=O)N2CCC(C(=O)N3CCCC(C(F)(F)F)C3)CC2)cc1C (stereo not given)
 : -2	-16	-9	4	-6	2	-3	10	3	-4	11
CC(=O)O[C@@H](Cc1ccc(O)cc1)C(=O)CC(C)C
 : -9	-2	x	-4	-7	x	-19	x	-6	-2	5
CCc1ccc(OCC(=O)NNC(=O)c2cnccn2)c(Br)c1
 : -10	-55	-7	-9	5	-17	-24	-21	8	-20	-29
Cc1ccc(NC(=O)Cc2cn3ccsc3n2)nc1
 : 8	20	-5	2	-13	-1	0	-22	-5	3	-24
CCOC(=O)C1CCCCN1Cc1cccc(OC)c1OC (stereo not given)
 : 10	9	-1	-17	-6	5	15	13	2	-9	-10
COc1cc(C(=O)NC(=S)Nc2ccc(NC(=O)c3ccco3)cc2)cc(OC)c1OC
 : -3	-3	5	-4	17	-27	-1	10	10	-11	-14
CC1CN(C(=O)Nc2ccc3snnc3c2)c2ccccc21 (stereo not given)
 : 0	-1	-3	-12	-5	-2	34	-10	0	-11	-40
Cc1ccc(CN2C(=O)CSC(C)C2=O)cc1 (stereo not given)
 : -9	1	3	1	-3	-3	15	-3	-2	15	4
c1ccc(OCCNc2nc(NCC3CC3)nc3cc(-c4ccccc4)sc23)cc1
 : 50	-35	x	6	19	-7	-21	-16	-3	31	2
Cc1ccsc1C=Nc1c(C)n(C)n(-c2ccccc2)c1=O
 : -3	-12	3	-3	-13	0	-6	19	-5	-15	-3
COc1cc(S(=O)(=O)N(C)C)ccc1F
 : -1	-26	5	0	4	-18	14	-6	-2	-20	-13
CC(OC(=O)/C(C#N)=C/c1ccc(N(C)C)cc1)C(=O)N(C)Cc1ccccc1 (stereo not given)
 : 6	5	-1	-1	-5	-22	-8	-63	1	29	-25
O=C(NCCN1CCC(n2c(=O)[nH]c3ccccc32)CC1)c1cccs1
 : -4	-3	x	1	-6	x	-3	x	4	3	11
COCCN1CCN(C(=O)C2CCC(=O)N(CCc3ccccc3)C2)CC1 (stereo not given)
 : 8	-4	4	-19	-11	-16	15	18	0	10	3
O=C(Nc1ccc2c(c1)OCO2)NC1CCN(Cc2ccccc2)CC1
 : -3	-47	12	x	-8	-60	-43	-6	0	-28	x
CCc1nnc(NC(=O)C2CCN(C(=O)c3ccco3)CC2)s1
 : -4	-4	-12	3	-15	-5	-22	4	6	8	26
C=CCOc1nc(N(C)C)nc(N(C)C)n1
 : -1	-15	3	-1	1	-28	16	5	4	10	-2
O=S(=O)(c1ccc(Cl)cc1)N1CCN(CCc2ccccc2)CC1
 : 18	8	-1	-3	2	16	11	10	-10	2	1
C/C(=N\Nc1ccc(Cl)cc1)c1ccccn1
 : 2	-31	3	-23	-8	-43	-30	-71	1	12	-37
N#Cc1ccccc1NC(=O)Nc1cccc(Cl)c1
 : 2	11	-2	3	-12	-4	10	-17	2	-8	2
O=C(Cc1cn2ccsc2n1)Nc1nc2c(s1)CCCC2
 : -7	-10	-6	2	8	-38	-12	-6	-2	-28	-6
COc1ccc(C(=O)N/C(=C\c2ccco2)C(=O)NC2CCS(=O)(=O)C2)cc1 (stereo not given)
 : 0	-10	-9	-37	0	-9	6	-9	-1	-2	18
O=C1C2C3C=CC(C3)C2C(=O)N1c1cccc(-c2nc3ccccc3o2)c1 (stereo not given)
 : -2	-14	-1	-24	3	-5	20	8	0	-1	5
COc1ccc2cc(C3(C)NC(=O)N(CC(=O)NCCC4=CCCCC4)C3=O)ccc2c1 (stereo not given)
 : -4	7	-6	7	-7	-11	-4	-11	2	2	21
CC(C)Oc1ccc(Cn2c(=O)oc3ccccc32)cc1
 : 8	-13	2	5	-10	-25	0	2	-6	-8	0
O=C(NNC(=O)c1cccc2ccccc12)c1cccc(F)c1
 : -2	-16	-5	-7	-2	4	-3	-3	9	-18	-6
COc1ccccc1CNC(=O)c1ccccc1OC
 : 0	-13	-6	-9	2	-11	-18	11	-2	-6	-14
Cc1ccc2c(CN(Cc3ccccc3)Cc3ccccc3)cc(=O)oc2c1
 : 1	-23	x	-2	-8	4	-21	0	10	-18	-20
COc1ccccc1CNC(=O)c1ccccc1N
 : 6	-3	6	x	-11	13	-10	0	-2	4	x
CCOC(=O)[C@]12CCC=C1N(Cc1ccco1)C(=O)[C@H](CC(=O)N1CCOCC1)C2
 : -5	-3	x	-1	-9	x	-13	x	6	22	-8
CC(C)C[C@@H](CN1CCC[C@H]1CN1C(=O)C(=O)NC[C@@H]1Cc1ccc(O)cc1)N1C[C@H](Cc2ccc(O)cc2)N(CC2CCCCCC2)C(=O)C1=O
 : 4	-4	x	2	-3	x	-40	x	-6	5	12
CNc1ccc(NC(C)=O)cc1[N+](=O)[O-]
 : -6	2	-6	-16	-2	-10	-14	7	7	8	-3
NNC(=O)c1n[nH]c(=O)c2ccccc12
 : -4	4	6	-9	12	-12	2	-6	6	-4	-21
Cc1ccc(C)c(NC(=O)c2cc(-c3cc(C)ccc3O)n[nH]2)c1
 : 12	-14	-9	-19	7	-42	-97	-63	-8	-40	-51
Brc1cccc(-c2nc3cccnc3nc2-c2cccc(Br)c2)c1
 : 0	-26	4	2	2	-18	8	-8	1	-4	17
CC(=O)C[C@H]1c2cc(C(F)(F)F)ccc2S(=O)(=O)N1c1ccccc1
 : -2	-5	8	3	-3	10	15	-5	2	-4	28
Cc1cccc(C)c1NC(=O)C1(C)CCC(=O)N1C1CCN(Cc2ccccc2)CC1 (stereo not given)
 : -1	14	x	6	-7	-6	-11	19	5	2	6
COc1ccc(S(=O)(=O)N2CCC(O)(c3cccnc3)CC2)cc1OC
 : -1	-1	1	7	7	-8	-14	-2	1	7	-15
CC(C)CC(NC(=O)C(NC(=O)C1OC2OC(C)(C)OC2C2OC(C)(C)OC12)C(C)C)C(=O)O (stereo not given)
 : -2	-26	-2	-14	-10	-1	1	-3	4	5	-1
CC(C)Cc1nnc(NC(=O)CN2C(=O)NC3(CCCCC3)C2=O)s1
 : -1	-2	-3	-14	5	3	-2	21	9	1	-22
CCO[C@@H]1OC(C(=O)N2CCN(Cc3ccccc3)CC2)=C[C@H](C)[C@H]1CCCO
 : -8	-1	1	2	-2	-7	-4	0	-8	-3	1

(further entries)
Each structure is followed by: Exocytosis inh	TROY NFkB inh	TLR9-MyD88 inh	NR2F2 inh	NOD2-RIPK2 inh	SRC1 inh	NR5A2 inv ag	SRC3 inh	ABHD5-PLIN5 inh	TWEAK-Fn14 inh	NCOA2 inhibitor
CC1(C)CC(=O)C=C(NCc2ccco2)C1
 : 3	-18	2	-5	-11	-23	-2	-6	1	-22	1
COC(=O)[C@@H]1C[C@@H]2CC[C@@H](O)C[C@@H]2N1Cc1ccc(N2CCN(C)CC2)cc1
 : -6	-4	2	-6	1	7	11	-13	2	3	11
CCOc1ccc2[nH]c(=O)c(CN(CC3COCCO3)C(=O)c3ccc(C)cc3)cc2c1 (stereo not given)
 : 0	12	-7	-6	-1	9	4	11	2	6	6
COc1ccccc1NC(=O)N1CCN(c2ccc(F)cc2)CC1
 : -1	-2	4	6	6	12	1	22	-7	2	-1
O=C(NC1CCCC1)c1cccc(S(=O)(=O)Nc2ccccc2F)c1
 : -2	2	3	24	4	3	15	23	4	24	1
CCCCOC(=O)CSc1nnc(-c2cc(OC)c(OC)c(OC)c2)o1
 : -1	9	-1	-12	-2	-15	11	-10	-7	3	9
C[C@H]1CCC2[C@](C)(CO)[C@@H](O)CC[C@]2(C)[C@@]12CCC(CO)(CCO)O2 (stereo not given in full)
 : -8	-15	-9	9	1	16	11	-8	1	-3	-13
CCCNC(=O)Cc1ccsc1
 : 4	10	7	15	-8	2	-17	-16	1	5	8
Cc1nc(N)c(C#N)c(-c2cccnc2)c1C
 : 1	12	5	32	2	30	-14	32	-6	13	21
Cc1ccc(C(=O)NC2CCCC2)s1
 : 3	-35	-9	4	-2	-3	-28	-20	1	-6	-14
CC(C)(C)c1ccc(/C=C/C(=O)Nc2cccnc2)cc1
 : 40	4	-4	-62	5	-84	-126	-103	-6	-15	-100
O=C(Cn1c(C(=O)NCc2ccco2)cc2sccc21)c1ccccc1
 : -4	12	5	x	-1	-52	3	11	6	32	x
CCO[C@H]1OC(C(=O)N2CCN(C)CC2)=C[C@@H](C2CC2)[C@@H]1CCCO
 : 4	-2	8	-2	-7	11	11	-3	3	1	-18

These rows are one share of the data; the hit share may differ from the screen's.
